Tau filament bind – binds recombinant human tau filaments; recombinant tau filaments, thioflavin S fluorescence, 15 h; filaments grown with octadecylsulfate alongside compound; Potency, µM (top dose mostly 57.1 µM), for inactives: at the highest dose activity change, negative = inhibition; 2% of 71,000 active;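 further: potency means the concentration at half of the fitted maximal effect; on the % scale 0 is the no-effect control and ±100 the full control effect; actives lower thioflavin S fluorescence by blocking filaments or displacing dye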
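Assay mix: 1 uM His-tagged tau, 30 uM sodium octadecylsulfate, thioflavine S dye in HEPES/NaCl/DTT buffer. Compound is added prior to the inducer. Fluorescence after 15 h at 37 C.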
ERK AVP block – vasopressin-driven ERK pathway inhibition; HEK293-V1b, vasopressin-stimulated pERK AlphaScreen; Potency, µM (doses to about 57.5 µM), without a hit: at the top dose activity, negative = inhibition, most hits filed as inhibitors; 0.99% of 72,000 active; AID 995; further: potency means the concentration at half of the fitted maximal effect; on the % scale 0 is the no-effect control and ±100 the full control effect; nearly all actives have a fitted effect of over 55% in size
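HEK293 cells stably expressing V1b receptor, preincubated 30 min at 37 °C with compound, then stimulated 5 min with 25 nM vasopressin. Phospho-ERK by AlphaScreen SureFire after 5 h RT; normalized to DMSO and vasopressin; AC50 by Hill fit.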
Caspase-1 inhib – caspase-1 (human) inhibition, allosteric or competitive | P29466 | Caspase-1 enzyme, Ac-WEHD-AFC fluorogenic rate | Potency, µM (series often up to 57.5 µM), inactives show top-dose activity change, negative = inhibition, actives largely listed as inhibitors | 0.03% of 75,000 active | AID 900;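 further: potency means the concentration at half of the fitted maximal effect; plate controls were vehicle for no effect and no substrate for full effect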
Rhodamine autofl – compound autofluorescence in rhodamine spectral region; Rhodamine-region fluorescence, 547/598 nm, Tris buffer; active compounds read high; max dye-equivalent concentration, M; 0.05% of 59,000 active; in the data active means max dye-equivalent concentration above about 11 nM; inconclusive means between about 1.1 nM and that limit
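Read-out is relative fluorescence at 547 nm excitation and 598 nm emission, expressed as dye-equivalent concentration using rhodamine standards on every plate. Each compound was profiled across a concentration series after 15 min in 100 mM Tris, pH 8.0.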
A350 fluor – compounds fluorescent in Alexa 350 spectral region | AID 590 | Compound autofluorescence, 340/450 nm, Alexa 350 dye-equivalents; active compounds read high | max dye-equivalent concentration, M | 11% of 59,000 active; in the data active means max dye-equivalent concentration above about 10 nM; inconclusive means mostly about 1.1 nM to 9.6 nM
Fluorescein fluor – compound fluoresces in the fluorescein spectral region; Compound autofluorescence, 480/540 nm, fluorescein-equivalent; active compounds read high; max fluorescein-equivalent concentration, M; 0.91% of 59,000 active; in the data active means max fluorescein-equivalent concentration above about 10 nM; inconclusive means between about 1.1 nM and that limit
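Read-out is intrinsic compound fluorescence at 480/540 nm (excitation/emission), expressed as dye-equivalent concentration using a fluorescein standard series run on every plate. Compounds sat 15 min at room temperature in 100 mM Tris, pH 8.0.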
Texas Red fluor – compound fluoresces in the Texas Red spectral region; Compound fluorescence, Texas Red channel, 547/618 nm; active compounds read high; max dye-equivalent concentration, M; 0.06% of 59,000 active; AID 587; in the data active means max dye-equivalent concentration above about 10 nM; inconclusive means between about 1.1 nM and that limit
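Dye-equivalent concentrations come from scaling compound signal (ex 547, em 618 nm) to six Texas Red standard concentrations run on every plate, after 15 min room-temperature incubation in pH 8.0 Tris (100 mM).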
4-MU autofl – 4-MU region autofluorescence | 11% of 59,000 active | max dye-equivalent concentration, M | compound autofluorescence, 340/450 nm, 4-MU equivalents; active compounds read high; in the data active means max dye-equivalent concentration above about 10 nM; inconclusive means mostly about 1.1 nM to 9.6 nM
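Intrinsic fluorescence at 340/450 nm (ex/em) was read after 15 min at room temperature in pH 8.0, 100 mM Tris. Each compound concentration expressed as 4-MU-equivalent concentration from a six-point 4-MU standard series on each plate.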
HEK293 cAMP cs – raises cAMP in parental HEK293 cells, TSHR agonist counter-screen; AID 938; Potency, µM (top dose mostly 57.1 µM), without a hit: at the top dose activation, actives largely listed as activators; 2.5% of 73,000 active; parental HEK293 CNG cAMP sensor, membrane potential fluorescence; further: potency means the concentration at half of the fitted maximal effect; % of control where 0% means no effect; nearly all actives have a fitted effect of over 55% in size
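Parental HEK 293 cells stably expressing a modified CNG channel (no TSHR) report cAMP rise as membrane depolarization. Membrane potential dye with 100 uM RO 20-1724 was loaded for 60 min at room temperature, then compound added for 30 min; fluorescence read at 590 nm.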
Casp7 inh – allosteric or competitive inhibitors of human caspase-7; P55210; recombinant caspase-7, Ac-DEVD-AFC fluorescence rate; Potency, µM (highest dose often 57.5 µM), for inactives: top-dose activity change, negative = inhibition, usual class: inhibitors; 0.02% of 75,000 active; AID 889; active means well fitted inhibition curve with a large enough effect in the main read-out, with a control signal flat, not every such curve was filed as active; inconclusive means small, poorly fitted or top-dose-only effect, or a change in a side signal; further: potency means the concentration at half of the fitted maximal effect; % of control where 0% means no effect
Luciferase inh – inhibitors of firefly luciferase; 2.2% of 72,000 active; Potency, µM (titrated, usually from 57.1 µM), for inactives: top-dose activity change, negative = inhibition, hits mostly inhibitors; AID 411; purified firefly luciferase, luminescence, 8 min; further: potency means the concentration at half of the fitted maximal effect; on the % scale 0 is the no-effect control and ±100 the full control effect; nearly all actives have a fitted effect of over 40% in size
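Inhibition of light generation by firefly luciferase from ATP and luciferin was profiled with concentration-response curves per sample, ATP held at 10 uM within the enzyme's linear range. Plates were read by luminescence after an 8-minute ambient incubation.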
* hit, by the source's call; i = inactive; ? = inconclusive; / = not tested or not shown; & = joins results of further samples; [ ] = another dose, or the depositor's remark. Unless noted, the call rests on the fitted dose curve; in most records, active means well fitted curve in the direction sought with a large enough effect; inconclusive means small, poorly fitted or top-dose-only effect, or another doubt; inactive means no such curve, though single readings can be large; an effect the other way counts as inactive or inconclusive. An excerpt (hit frequency here may not be typical).

SMILES	Tau filament bind	ERK AVP block	Caspase-1 inhib	Rhodamine autofl	A350 fluor	Fluorescein fluor	Texas Red fluor	4-MU autofl	HEK293 cAMP cs	Casp7 inh	Luciferase inh
O=C(O)c1cc(NCc2cccs2)ccc1N1CCOCC1	-5%	4%	-5%	i	?	?	i	1.6e-08M*	7%	0%	2%
O=C(c1ccncc1)N1CCC2(CCCN(c3ccc(-c4ccccc4)cc3)C2)CC1	-13%	-26%	-4%	i	i	i	i	i	-2%	-4%	0%[11.4 µM]
COc1ccccc1NC(=O)CSc1nnc(C2CCCCC2)n1C	-7%	2%	-1%	i	i	?	i	i	17%	3%	0%
N#Cc1cc2c(nc1SCc1cccnc1)CCCC2	11%	0%	1%	i	i	i	i	i	?	3%	-1%
NC(=O)CSc1nnc(Cc2csc(Nc3ccccc3)n2)n1Cc1ccccc1	19%	-5%	0%	i	i	i	i	i	-8%	4%	-1%
COCCN1CSC(=S)N(Cc2ccco2)C1	3%	-12%	-7%	i	?	i	i	i	4%	-7%	0%
CC1CN(C(c2ccco2)c2sc3ncnn3c2O)CC(C)O1 (stereo not given)	-7%	/	-4%	/	/	/	/	/	7%	-3%	-1%
CC(Oc1ccccc1)C(=O)NCc1cccnc1 (stereo not given)	-10%	23%	-1%	i	i	i	i	i	7%	1%	2%
CCCCNc1nc(C)nc2c1nc(-c1ccccc1)n2CCCCN(CC)CC	21%	-1%	0%	/	/	/	/	/	?	0%	/
O=C(Oc1ccccc1)N1CCC2(CCCN(c3ccncc3)C2)CC1	20%	-2%	-3%	i	i	i	i	i	?	-1%	-1%[11.4 µM]
Cc1ccc(N(C(=O)CCC(=O)Nc2cc(C)on2)C(C(=O)NC2CCCC2)c2ccncc2)cc1 (stereo not given)	-9%	-17%	-1%	i	i	i	i	i	12%	1%	2%
COC(=O)c1cc2oc(C)cc2n1CC(=O)N(C)c1ccccc1	0%	-8%	0%	i	i	i	i	i	5%	-1%	3%
N#Cc1nc(COc2ccc(F)cc2)oc1N1CCCC1	6%	16%	-4%	i	i	i	i	i	?	2%	-2%
O=c1c2[nH]c3ccc(Cl)cc3c2ncn1CCN1CCCCC1	7%	11%	0%	i	?	i	i	?	1%	2%	2%
Cn1c(SCC(=O)Nc2ccccc2F)nnc1-c1cccnc1	1%	/	-2%	/	/	/	/	/	-1%	0%	0%
Fc1ccccc1N1CCN(c2nc3ccccc3n3nnnc23)CC1	136%	5%	-9%	i	4.4e-08M*	1.6e-08M*	i	5.6e-08M*	?	-8%	0%
COc1ccc(Cc2nc(-c3ccc(Br)o3)no2)cc1OC	4%	-30%	-4%	/	/	/	/	/	27%	-4%	-6%
Cc1cccc(C)c1OCc1nnc(SCC(=O)NCCc2ccccc2)o1	-21%	-15%	-1%	i	i	i	i	i	?	-2%	3%
Cc1noc(C)c1S(=O)(=O)N1CCCC(C(=O)NCCc2ccc(Cl)cc2)C1 (stereo not given)	-16%	13%	-2%	i	i	i	i	i	?	-4%	2%
CN1CCc2c(sc3c2c(=O)n(-c2ccccc2)c2nnc(SCc4ccc(Cl)cc4)n32)C1	3.2µM*	-28%	-5%	i	?	?	?	?	7%	-6%	1%
COc1ccccc1NC(=O)CSc1nnc(CNC(=O)COc2ccc(Cl)cc2)o1	46%	-13%	0%	i	i	i	i	i	1%	-3%	-1%
COc1cc(OC)c(C2N(c3ccccn3)C(=O)C3CCCN32)cc1OC (stereo not given)	-11%	-13%	-1%	i	i	i	i	i	-2%	2%	-4%
Cc1cccc(C(C)C)c1NC(=O)c1cccnc1	-2%	-10%	-1%	i	i	i	i	i	16%	-4%	2%
O=C(NCc1nc(-c2ccccc2)no1)c1cccs1	1%	-9%	1%	i	i	i	i	i	1%	-1%	1%
O=C(CSc1nnc(-c2cccs2)o1)N1CCOCC1	3%	3%	1%	i	i	?	i	i	-3%	-1%	1%

The last four compounds of the part above come first, to join the parts:
SMILES	Tau filament bind	ERK AVP block	Caspase-1 inhib	Rhodamine autofl	A350 fluor	Fluorescein fluor	Texas Red fluor	4-MU autofl	HEK293 cAMP cs	Casp7 inh	Luciferase inh
COc1cc(OC)c(C2N(c3ccccn3)C(=O)C3CCCN32)cc1OC (stereo not given)	-11%	-13%	-1%	i	i	i	i	i	-2%	2%	-4%
Cc1cccc(C(C)C)c1NC(=O)c1cccnc1	-2%	-10%	-1%	i	i	i	i	i	16%	-4%	2%
O=C(NCc1nc(-c2ccccc2)no1)c1cccs1	1%	-9%	1%	i	i	i	i	i	1%	-1%	1%
O=C(CSc1nnc(-c2cccs2)o1)N1CCOCC1	3%	3%	1%	i	i	?	i	i	-3%	-1%	1%
O=C1NCCCc2c1oc1cc(Br)c(O)c(Br)c21	7%	?	-10%	i	?	i	i	?	-5%	-17%	-2%
O=C(NCc1nc(-c2ccccc2)no1)c1ccc2c(c1)OCO2	0%	-5%	0%	i	?	?	i	i	15%	0%	2%
COC(=O)c1ccccc1NC(=O)COC(=O)CSCC(=O)N1CCOCC1	-15%	-13%	2%	i	i	?	i	i	16%	0%	0%
CC(=O)Nc1ccc(S(=O)(=O)Nc2ncccn2)cc1	7%	14%	-8%	/	/	/	/	/	14%	-2%	-1%
CCc1ccccc1NC(=O)CSC1=C(C#N)C(c2ccc(O)c(OC)c2)C2=C(CCCC2=O)N1 (stereo not given)	/	/	/	i	?	i	i	?	/	/	-1%[25.5 µM]
COc1ccc2[nH]c3c(c2c1)CN(C)CC3	25µM*	-23%	-7%	i	i	?	i	i	-10%	-10%	-8%
Cc1[nH]c(=O)[nH]c(=O)c1NS(=O)(=O)c1ccc2c(c1)CCCC2	2%	-17%	2%	i	i	i	i	i	10%	-1%	1%
COCCN1CC(O)=C(c2nc3ccccc3c(=O)[nH]2)C1=N	13%	-8%	-5%	i	?	?	?	1e-08M*	0%	-1%	1%
CCN(CC)C(=O)C1CCCN(C/C=C/c2ccccc2)C1 (stereo not given)	-3%	4%	1%	/	/	/	/	/	5%	-2%	-1%
CCNC(=O)COC(=O)COc1ccc(Cl)cc1C	2%	2%	0%	i	i	i	i	i	20%	-4%	0%
CCOC(=O)c1c(C)oc2ccc(OCC(N)=O)cc12	2%	?	-1%	i	i	i	i	i	5%	0%	-1%
O=[N+]([O-])c1cccc2cn[nH]c12	?	-17%	4%	i	?	?	i	i	-10%&15%	-3%	0%[25.5 µM]
Nc1nnc(CCc2ccccc2)s1	4%	-2%	1%	/	/	/	/	/	-1%	0%	2%
O=C(O)c1ccccc1-c1ccccc1C(=O)c1ccccc1	-8%[11.4 µM]	-21%[11.5 µM]	1%[11.5 µM]	i	i	i	i	i	3%[11.4 µM]	1%[11.5 µM]	4%[11.4 µM]
O=C(c1cc2cc(Br)ccc2oc1=O)N1CCN(c2ccccn2)CC1	-18%	17%	1%	i	i	i	i	i	14%	1%	0%
NS(=O)(=O)c1ccc(N=Nc2c(O)c(C(=O)O)cc3ccccc23)cc1	?	-18%[11.5 µM]	-2%[11.5 µM]	i	i	?	i	i	-2%[11.4 µM]	-3%[11.5 µM]	-3%[11.4 µM]
Cc1cnc(C(=O)OCC(=O)N2c3ccccc3NC(=O)C2(C)C)cn1	-6%	7%	-1%	i	i	?	i	i	3%	-3%	2%
CC(=NCCc1ccccc1)C1=C(O)CSC1=O	18%	-16%	0%	/	/	/	/	/	-1%	-1%	-6%
COc1cccc(OC)c1C(=O)N1CCN(c2c(Cc3ccccc3)c(C)nc3ncnn23)CC1	10%	5%	0%	i	i	?	i	i	18%	-1%	4%
OC1(c2ccccc2F)CCN(Cc2nnnn2CCc2ccccc2)CC1	-9%	-1%	-1%	i	i	?	i	i	12%	2%	1%
O=C(O)c1ccc(CN2CCCCC2)o1	-6%	0%	0%	i	i	i	i	i	13%	1%	2%
Cc1cc(C)nc(SCC(=O)Oc2ccc3oc(=O)cc(C)c3c2)n1	15%[11.4 µM]	-13%	-2%	/	/	/	/	/	-1%[11.4 µM]	0%	-2%
O=C1CC(N(Cc2ccc3c(c2)OCO3)C(=O)Nc2ccc(F)cc2)C(=O)N1c1ccccc1 (stereo not given)	-6%	0%	-2%	i	i	i	i	i	2%	1%	2%
Nc1nc(=S)c2ncn([C@H]3O[C@@H](CO)[C@@H](O)[C@@H]3O)c2[nH]1	3%[25.6 µM]	1%[25.7 µM]	0%[25.7 µM]	i	i	?	i	i	0%[25.6 µM]	2%[25.7 µM]	1%[25.5 µM]
Cc1cc(C)c2c(CN3CCN(Cc4ccc5c(c4)OCO5)CC3)cc(=O)oc2c1C	14%	-11%	-1%	i	i	i	i	i	5%	0%	2%
CSc1nc(C)cc(OCNC(=O)c2cccs2)n1	-3%	-22%	-2%	i	i	i	i	i	-8%	-3%	3%
CCCC(=O)N1CCN(S(=O)(=O)c2cc(Cl)ccc2OC)CC1	-3%	10%	-3%	i	i	i	i	i	14%	0%	0%
Cc1ccc(OCC(=O)N2CCN(C(=O)c3cccs3)CC2)cc1	1%	3%	-1%	i	i	i	i	i	-3%	-1%	1%
COc1cc(Cl)c(S(=O)(=O)n2cnc(C)c2)cc1Cl	-2%[11.4 µM]	-15%	-6%	/	/	/	/	/	12%[11.4 µM]	1%	0%
